Assay outcomes from PubChem BioAssay.
KCNQ2 inh: KCNQ2 channel blockers in CHO-K1 cells – cell-based, FluxOR thallium flux, B-score, primary screen (AID 2156); O88943; 20 min; stronger effect = lower value; B-score at 10 µM; 310,000 tested, 1.1% active;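 active means fluorescence ratio B-score at most minus 3 library SDs, with starting brightness B-score within 2 library SDs, cut at about -5.5 in these data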
CHT inh: inhibits the human high affinity choline transporter; B-score at 10 µM; Q9GZV3; CHT-expressing cells, membrane potential dye, choline response; stronger effect = lower value; 310,000 tested, 0.86% active;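 active means B-score over 3 SD under the library average, and starting fluorescence ratio not unusually high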;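 further: choline stimulus applied at its EC90 after an EC20 pre-addition; B-score computed on integrated fluorescence ratio after choline addition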
Target sequence (Q9GZV3 whole entry, looked up): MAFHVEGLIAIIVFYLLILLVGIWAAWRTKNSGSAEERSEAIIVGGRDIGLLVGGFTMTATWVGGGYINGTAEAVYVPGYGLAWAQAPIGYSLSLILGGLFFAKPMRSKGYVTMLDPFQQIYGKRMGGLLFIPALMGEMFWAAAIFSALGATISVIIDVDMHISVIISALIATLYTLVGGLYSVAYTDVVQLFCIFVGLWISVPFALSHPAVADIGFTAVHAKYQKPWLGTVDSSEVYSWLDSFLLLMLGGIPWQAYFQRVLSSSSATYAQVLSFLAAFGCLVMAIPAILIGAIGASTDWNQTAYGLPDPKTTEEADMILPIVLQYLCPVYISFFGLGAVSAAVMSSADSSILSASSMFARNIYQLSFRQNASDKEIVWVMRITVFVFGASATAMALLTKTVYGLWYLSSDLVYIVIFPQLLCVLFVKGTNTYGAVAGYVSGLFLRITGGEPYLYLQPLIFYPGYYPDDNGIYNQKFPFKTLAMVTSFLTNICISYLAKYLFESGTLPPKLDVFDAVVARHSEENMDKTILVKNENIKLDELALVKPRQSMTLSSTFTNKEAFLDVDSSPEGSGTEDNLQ
* hit, by the source's call; i = inactive; / = not tested or not shown. An unsorted share of the library; 1.9% or so of the library scored in one or more.

SMILES | KCNQ2 inh | CHT inh
Cc1cccc(C)c1NC(=O)C1(N2C(=O)CC2c2ccccc2)CCCCC1 (stereo unspecified) | i | i
O=C1c2ccccc2C(=O)N1CCc1c[nH]c2ccccc12 | i | i
COc1ccc(-c2cc(C(F)(F)F)nc(-n3cc(Cl)cn3)n2)cc1 | i | i
O=c1c(C=NCC2CCCO2)c(-c2ccccc2)[nH]n1-c1ccc([N+](=O)[O-])cc1 (stereo unspecified) | i | i
Cc1ccc2nc(NC(=O)c3ccc(OCC4CCCO4)cc3)sc2c1 (stereo unspecified) | i | i
C[C@@H](NC(=O)C1(c2ccccc2)CCN(C(=O)OC(C)(C)C)CC1)C(=O)N[C@@H](Cc1ccccc1)C(=O)O | i | i
O=S(=O)(Nc1ncccn1)c1ccc(NC(=S)N2CCN(Cc3ccc(F)cc3Cl)CC2)cc1 | i | i
COC(=O)c1ccc(Cn2nnc3c(=O)[nH]c(C4CCCN(S(=O)(=O)c5ccccc5Cl)C4)nc32)cc1 (stereo unspecified) | i | i
COC(=O)c1ccccc1NC(=O)c1noc2c1CCC2 | i | i
CC1CCN(Cc2ccc(NC(=O)CC3Oc4ccccc4NC3=O)cc2)CC1 (stereo unspecified) | i | i
CC(=O)Nc1ccc(S(=O)(=O)Nc2nc3cc4c(cc3nc2Cl)OCCO4)cc1 | i | i
Nc1nnn(CC(=O)N/N=C/c2ccc(O)cc2)n1 | i | i
Cc1ccc(C(=O)N2N=C3c4ccccc4S(=O)(=O)N3[C@H]2N(C)C)cc1 | i | i
COc1cccc(C(=O)O/N=C(\N)c2ccncc2)c1 | i | i
O=S(=O)(NCCOc1ccc(F)cc1)c1ccc2c(c1)OCCO2 | i | i
COC(=O)C1=C(C)C(c2cccs2)NC(=O)N1C (stereo unspecified) | i | i
CC(C)OC(=O)CCCCCN1C(=O)CSC1=S | i | i
O=C(NCc1cccs1)C1CCCN(S(=O)(=O)c2ccc3c(c2)OCO3)C1 (stereo unspecified) | i | i
CC(C)(C)OC(=O)N[C@@H](Cc1ccccc1)c1nnc(SCC(N)=O)o1 | i | i
N#CC1=C(N)Oc2cc(O)c(C=Nc3ccccc3)cc2C1c1ccccc1 (stereo unspecified) | i | i
COc1ccc2cc3cc(C(=O)NCC4COc5ccccc5O4)oc3nc2c1 (stereo unspecified) | i | i
CCc1cc2c(SCC(=O)N(CC)c3c(N)n(Cc4ccccc4)c(=O)[nH]c3=O)ncnc2s1 | i | i
COC(=O)c1c(N)sc2c1CCN(c1ncc(C(F)(F)F)cc1Cl)C2 | i | i
CSc1ccccc1NC(=S)Nc1ccccc1C(F)(F)F | i | i
CC1=NC(Nc2nc(C)c3ccccc3n2)=NC(C)(C)C1 | i | i
(listing goes on)
SMILES | KCNQ2 inh | CHT inh
COC(=O)CSc1nc2ccc(NC(=O)CSc3nnnn3Cc3ccccc3)cc2s1 | i | i
Cc1ccc(CSc2ccc(-c3ccc4c(c3)OCO4)nn2)cc1 | i | i
CC1C(=O)N(c2ccc(S(=O)(=O)N(C)C)cc2)C1(/C=C/c1ccccc1)C(=O)NC1CCCC1 (stereo unspecified) | i | -6.8*
CN(C(=O)CSc1ncnc2sc(-c3ccccc3)cc12)C1CCS(=O)(=O)C1 (stereo unspecified) | i | i
Cn1c(C(=O)NC2CCCCCC2)cc2c(=O)n(C)c3ccccc3c21 | i | i
CCOC(=O)C(Cc1cc(C(C)=O)ccc1OCC)C(=O)OCC | i | i
COc1ccc(-c2cc(C(=O)N3CCN(Cc4ccc5c(c4)OCO5)CC3)on2)cc1OC | i | i
S=C(NCCCN1CCOCC1)Nc1cccc(Cl)c1 | i | i
CC(C)(C)OC(=O)[C@H](Cc1ccccc1)NC(=O)c1nc[nH]c1C(=O)NC1CCNCC1 | i | i
CC(=O)N1CCN(c2ccc(NC(=O)c3ccccc3)cc2)CC1 | i | i
COCCNC(=S)NCc1ccc2[nH]c3c(c2c1)CCCC3 | i | i
Cc1ccc(C)c(NC(=O)CCN2CCC(C)CC2)c1 | i | i
COc1cccc(C(C(=O)NC2CCCCC2)N(Cc2ccco2)C(=O)c2ccccn2)c1 (stereo unspecified) | i | i
CCCc1cc2c(cc1NC(=O)c1ccc(Br)cc1)OCO2 | i | i
c1csc(-c2nn3c(C4COc5ccccc5O4)nnc3s2)c1 (stereo unspecified) | i | i
CCC(C)(C(=O)NC1CCCC1)N(C(=O)CC1NC(=O)NC1=O)c1c(C)n(C)n(-c2ccccc2)c1=O (stereo unspecified) | i | i
COc1ccc(/C=C2/C(=O)N(CC3CCCO3)C(=S)N2C)c(OC)c1 (stereo unspecified) | i | i
COc1ccc(CC(=O)N(C)C2CCCCC2)cc1S(=O)(=O)N1CCOCC1 | i | i
Cc1ccc(C(O)C(=O)c2ccco2)cc1 (stereo unspecified) | i | i
CCOc1cccc(C(=O)N/N=C/c2ccoc2)c1 | i | i
CN(C)c1nc(NCc2ccccc2)nc(N/N=C/c2ccc3c(c2)OCO3)n1 | i | i
COc1ccc2c(c1)[C@H]1[C@H](CO2)[C@H](c2ccccc2)[C@]2(C)C(=O)Nc3ccccc3C(=O)N12 | / | i
COC(=O)C1CCCCN1C(=O)CCc1nnc(CCc2c[nH]c3ccccc23)o1 (stereo unspecified) | i | i
CCOC(=O)CCc1nc2ccccc2[nH]c1=O | i | i
COc1ccc(-c2cc(=O)oc3cc(OCC(=O)NCC(O)c4ccccc4)ccc23)cc1 (stereo unspecified) | i | i
Additional compounds
SMILES | KCNQ2 inh | CHT inh
CC(=O)NCCOc1nc(N(C)C)nc(N2CCOCC2)n1 | i | i
O=C(C(c1ccccc1)c1ccccc1)N1CC[C@@]2(O)CCCC[C@H]2C1 | i | i
CCOC(=O)C1(Cc2cccc(OC)c2)CCN(CC(O)CO)CC1 (stereo unspecified) | i | i
Cc1nnc(SCC(=O)Nc2ccc3c(c2)OCCO3)n1CC1CCCO1 (stereo unspecified) | i | i
CC(C)N1C(=O)C2(OCCCO2)c2cc(Br)ccc21 | i | i
CC(=O)OC1c2ccccc2C(=O)N1c1ccccc1C (stereo unspecified) | i | i
CCCCC(CC)CNC(=O)CCS(=O)(=O)c1cccc2nsnc12 (stereo unspecified) | i | i
O=C(COc1ccccc1Cl)N(Cc1ccco1)C1CCS(=O)(=O)C1 (stereo unspecified) | i | i
O=C(CC1C(=O)NCCN1C(=O)Nc1ccccc1)Nc1ccc2c(c1)OCO2 (stereo unspecified) | i | i
COc1ccc(OC)c(NC(=O)c2ccc(NC(C)=O)cc2)c1 | i | i
COc1cccc(NC(=O)c2cc(-c3ccc(C)o3)nc3ccccc23)c1 | i | i
COCCNC(=O)CN1CCOc2ccccc21 | i | i
NS(=O)(=O)c1ccc(CCNC/C=C/c2ccccc2)cc1 | i | i
O=C(Nc1nc2ccccc2n1CCN1CCOCC1)c1ccc(Cn2cc([N+](=O)[O-])cn2)o1 | i | i
CC(C)(C)N(Cc1ccccc1)C(=O)COC(=O)c1ccccc1SCC(=O)N1CCCC1 | i | i
COc1cccc(CNC(=O)C(c2ccc(Cl)cc2)C(C)C)c1 (stereo unspecified) | i | i
CCn1ccnc1CN1CCC(n2nccc2NC(=O)c2ccccc2OC)CC1 | i | i
O=C(NCc1ccco1)c1ccccc1-c1nc(-c2ccc(F)cc2)no1 | i | i
S=c1[nH]nc(-c2ccc3ccccc3n2)o1 | i | i
O=C(O)CCC(=O)Nc1ccc(Cc2ccc(NC(=O)CCC(=O)O)c(O)c2)cc1O | i | i
COC(=O)NNC(=O)c1ccccc1C | i | i
CSc1ccccc1C(=O)NC1CCCN(Cc2ccccc2F)C1 (stereo unspecified) | i | i
COc1ccccc1N1CCN(C(=O)c2cc(-c3cccs3)on2)CC1 | i | i
O=C(Nc1ccccc1)c1cccc(N2C(=O)CCC2=O)c1 | i | i
CC(C)OCCCNC(=O)CN1CCN(Cc2ccccc2Cl)C1=O | i | i

Some of the entries so far, comma-delimited:
Molecule,KCNQ2 inh,CHT inh
O=C(Nc1ccccc1)c1cccc(N2C(=O)CCC2=O)c1,i,i
CC(C)OCCCNC(=O)CN1CCN(Cc2ccccc2Cl)C1=O,i,i

Retrieved by compound from the entries so far (two):
SMILES | KCNQ2 inh | CHT inh
COC(=O)NNC(=O)c1ccccc1C | i | i
O=C(Nc1nc2ccccc2n1CCN1CCOCC1)c1ccc(Cn2cc([N+](=O)[O-])cn2)o1 | i | i

(listing goes on)
SMILES | KCNQ2 inh | CHT inh
CN(CC(=O)Nc1ccccc1C(F)(F)F)C(=O)COc1ccccc1Cc1ccccc1 | i | i
CCCCCCC1CC(CSC(=N)N)OC1=O (stereo unspecified) | i | i
CCOC(=O)c1c(NC(=O)CSc2nnc(C)c(=O)[nH]2)sc(C)c1-c1ccc(C)cc1 | i | i
CCOC(=O)N1CCN(CC(=O)Nc2ccc(F)cc2)CC1 | i | i
CSC1=N/C(=C/c2cccnc2)C(=O)N1Cc1ccc(Cl)cc1 | i | i
COc1ccccc1Sc1ccccc1/C=N/NC(N)=O | i | i
Cc1ccc(NC(=O)CCCCCN2C(=O)[C@@H]3Cc4ccccc4CN3C2=O)c(Cl)c1 | i | i
C/C(CS(=O)(=O)c1ccc(Cl)c(Cl)c1)=N/NC(N)=S | i | i
NC(=O)Cn1nnc(-c2ccc(CN3CCCCC3)cc2)n1 | i | i
O=C(CSc1oc(-c2ccc(F)cc2)nc1S(=O)(=O)c1ccccc1)NCC1CCCO1 (stereo unspecified) | i | i
CN(C)c1ccc(/C=C(\C#N)C(=O)Nc2nc3c(s2)CCN(Cc2ccccc2)C3)cc1 | i | i
CCCCCOC(=O)Nc1nnc(CCC)s1 | i | i
CNc1oc(-c2ccc(Cl)cc2)nc1C#N | i | i
CN1CCCC(OC(=O)/C(C#N)=C/c2ccccc2)C1 (stereo unspecified) | i | i
COCCn1c(-c2ccc(Cl)cc2)cnc1SCC(=O)NCc1cccs1 | / | i
Cc1cc(-c2csc(NC(=O)C3=COCCO3)n2)c(C)n1C | i | i
COc1ccc(Cn2c(SCc3cc(C)ccc3C)nc3cc(OC)c(OC)cc3c2=N)cc1 | i | i
Cc1cccc(Nc2nc3ccccc3s2)c1C | i | i
O=C(NNC(=S)NC1CCCCC1)c1ccccc1Cl | i | i
COc1ccccc1NC(=O)NNC(=O)CCc1ccccc1 | i | i
CCOc1ccccc1N1CCN(C(=O)c2ccccc2SCC(=O)N2CCCC2)CC1 | i | i
Cc1nnn(-c2nonc2N)c1C(=O)NNC(=O)c1ccc(Cl)c(Cl)c1 | i | i
CN(Cc1nc2ccc(Cl)cc2[nH]1)Cc1nc(-c2cnccn2)no1 | i | i
CCCCn1c(SCC(=O)c2ccc(OCC)cc2)nc2cc(S(N)(=O)=O)ccc21 | i | i
COc1ccccc1CNC(=O)COc1ccccc1OC | i | i

Reprinted from above (2 entries):
SMILES | KCNQ2 inh | CHT inh
CCCCn1c(SCC(=O)c2ccc(OCC)cc2)nc2cc(S(N)(=O)=O)ccc21 | i | i
COc1ccccc1CNC(=O)COc1ccccc1OC | i | i

5 compounds from above, arranged by molar mass, ascending.
SMILES | KCNQ2 inh | CHT inh
O=C(NNC(=S)NC1CCCCC1)c1ccccc1Cl | i | i
C/C(CS(=O)(=O)c1ccc(Cl)c(Cl)c1)=N/NC(N)=S | i | i
Cc1nnn(-c2nonc2N)c1C(=O)NNC(=O)c1ccc(Cl)c(Cl)c1 | i | i
CN(C)c1ccc(/C=C(\C#N)C(=O)Nc2nc3c(s2)CCN(Cc2ccccc2)C3)cc1 | i | i
CCOc1ccccc1N1CCN(C(=O)c2ccccc2SCC(=O)N2CCCC2)CC1 | i | i

Next records:
SMILES | KCNQ2 inh | CHT inh
COc1ccc(CCNC(=O)CN(C)S(=O)(=O)c2cccs2)cc1OC | i | i
CCOC(=O)c1cnc2ccc(OCC)cc2c1NCc1ccccc1 | i | i
CCNC(=O)CSc1nnc(-c2cccc(S(=O)(=O)N(CC)CC)c2)n1CCc1ccccc1 | i | i
Cc1cc(=O)oc2cc(OCc3ccc(C(=O)OCC(=O)Nc4ccc(N(C)C)cc4)cc3)ccc12 | i | /
CCOC(=O)c1c(NC(=O)CSc2nnc(-c3ccco3)o2)sc(C)c1C | i | i
CCOC(=O)Cc1csc(NC(=O)c2ccc(S(=O)(=O)N3CCOCC3)cc2)n1 | i | i
Cc1ccc([C@H]2C(C#N)=C(N)Oc3cc(C)oc(=O)c32)o1 | i | i
CCOC(=O)C1CCN(C(=O)CCS(=O)(=O)c2ccc3c(c2)CCN3C(=O)CC)CC1 | i | i
COC(=O)C1=C(C)NC(=O)/C1=C\c1cc(C)n(-c2c(C)cccc2C)c1C | i | i
CC(=O)Oc1ccc(C)cc1-n1nc2ccccc2n1 | i | i
[O-][n+]1c2c(nn1-c1ccccc1Cl)-c1nonc1CC2 | i | i
COc1ccccc1C1C(C#N)=C(N)Oc2cc(C)n(CCCn3ccnc3)c(=O)c21 (stereo unspecified) | i | i
CCOC(=O)C1=NNC2(c3ccc(Cl)cc3)C(=O)N(c3cc(C)cc(C)c3)C(=O)C12 (stereo unspecified) | i | i
O=C(N1CCOCC1)N(CCN1CCOCC1)Cc1cccc(Cl)c1 | i | i
O=C(Nc1ccc(Br)cc1Cl)Nn1cnnc1 | i | -5*
Nc1nc(COc2ccc(F)cc2)nc(N2CCCCC2)n1 | i | i
CC(C(=O)NCc1ccc(F)cc1)c1ccc([N+](=O)[O-])cc1 (stereo unspecified) | i | i
COc1cc(NS(=O)(=O)c2c(C(=O)N3CCOCC3)c(C)n(C)c2C)cc(OC)c1OC | i | i
O=C(Oc1ccc2ccccc2c1Cl)N1CCCCCC1 | i | i
CCCCn1c(N)c(N(CCOC)C(=O)c2ccc(F)c(S(=O)(=O)N3CCOCC3)c2)c(=O)[nH]c1=O | i | i
